C8 TRAIL sens: caspase-8 TRAIL sensitization. inhibition (viability loss, TRAIL sensitization), % at 10 µM. 360,000 tested, 1% active. AID 624354. NB7+C8 cells + TRAIL, ATPlite viability luminescence;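 active means compounds causing at least 50% loss of cell viability in the single-dose screen, relative to plate controls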
CF NFkB inh: inhibitors of cystic fibrosis induced NF-kB. AID 588850. inhibition, % at 5 µM. 360,000 tested, 0.86% active. KKLEB NF-kB-GFP reporter, PAF-induced, GFP fluorescence overnight;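 active means at least 50% inhibition at 5 µM, scaled per plate between neutral and stimulator controls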;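 further: PAF is a Pseudomonas aeruginosa culture filtrate used as stimulus; plate controls were PAF-stimulated DMSO wells for no effect and unstimulated DMSO wells for full effect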
NR2E3 ag-1: agonists of human nuclear receptor NR2E3 | GST-NR2E3/biotin-RetCOR TR-FRET, 1536-well | inhibition of corepressor binding, % at 4.78 µM | 320,000 tested, 0.12% active | AID 2300;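 active means percent inhibition above the cutoff of mean plus 3 SD of all tested compounds, set per screening campaign, cut at about 20% in these data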;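 further: 0% = DMSO wells and 100% = biotin wells as full block of FRET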
Target sequence (Q9Y5X4 whole entry, looked up): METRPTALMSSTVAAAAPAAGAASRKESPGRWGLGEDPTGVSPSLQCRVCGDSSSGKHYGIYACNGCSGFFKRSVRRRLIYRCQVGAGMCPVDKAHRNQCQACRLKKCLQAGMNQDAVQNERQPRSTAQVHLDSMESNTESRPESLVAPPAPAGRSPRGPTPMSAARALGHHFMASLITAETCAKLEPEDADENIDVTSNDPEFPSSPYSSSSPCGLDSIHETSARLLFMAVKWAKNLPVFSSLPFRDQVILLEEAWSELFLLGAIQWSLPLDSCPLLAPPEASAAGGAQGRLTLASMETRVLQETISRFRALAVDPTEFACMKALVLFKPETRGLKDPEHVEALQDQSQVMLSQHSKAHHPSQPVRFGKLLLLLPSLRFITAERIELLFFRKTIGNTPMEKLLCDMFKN
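Material: NR2E3–RetCOR corepressor complex / Amount: 1.35 nM GST-NR2E3 / Medium: Tris pH 7.5 / Compound: single nominal compound dose of 4.8 µM / Incubation: 5 h at 4 °C / Technique: TR-FRET, Eu(K)-anti-GST donor, streptavidin-D2 acceptor, ex 340, em 617/671 nm / Read-out basis: percent loss of FRET ratio relative to control wells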
TWEAK Fn14 block: TWEAK-Fn14 signaling inhibition; inhibition, % at 10 µM; AID 1159606; 360,000 tested, 2% active; TWEAK-stimulated Fn14 reporter cells, luciferase luminescence, 8 h; in the data active means inhibition above about 50%
NR2E3 ag-2: human photoreceptor-specific nuclear receptor agonism; Q9Y5X4; CHO-S Gal4-NCOR/VP16-NR2E3 two-hybrid, luciferase; inhibition of corepressor binding, % at 3.98 µM; 360,000 tested, 0.35% active; AID 602229;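 active means inhibition above the mean of all tested compounds plus 3 SD, cut at about 70% in these data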;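 further: 0% = DMSO with NR2E3 transfected cells and 100% = cells lacking NR2E3 construct; higher means lower luciferase signal from less NR2E3 corepressor binding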
TROY signal inh: TROY signaling inhibition; Q293 LMP1-TROYcd NF-kB luciferase reporter, 4 h; inhibition, % at 10 µM; 360,000 tested, 0.98% active;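 active means compounds whose plate-normalised and pattern-corrected inhibition of the luciferase reporter signal at the single screening dose is 50% or more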
HIF-2a block: blocks HIF-2a reporter activity; 786-0 RCC cells HIF-2a reporter, luciferase luminescence, overnight; inhibition, % at 18.8 µM; 360,000 tested, 0.72% active; AID 624352;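 active means inhibition of the luminescence signal of 40% or more relative to plate controls, in a single-dose primary screen at 18.75 µM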
TRPM1 prom inh: MITF TRPM1 promoter inhibition in SK-MEL-5 cells | SK-MEL-5 TRPM1 promoter luciferase, 24 h | inhibition, % at 12.5 µM | 330,000 tested, 0.83% active | AID 488899;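 active means mean inhibition across replicates of 60% or more, whatever share of single replicates reaches that level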; further: values of inactives mirror those of a sister screen read the other way
Shn3 3UTR inh: reduces Shn3 3'UTR luciferase signal in osteoblasts; inhibition, % at 12.5 µM; AID 588674; 360,000 tested, 0.52% active; Clone20 osteoblast Shn3 3'UTR firefly luciferase, 24 h;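 active means mean inhibition of at least 75% with every replicate also reaching 75%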;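 further: 0% = median of neutral control wells and 100% = pilot-screen positive control compound; some compounds past the cut are filed as inactive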
KKLEB tox: CF airway cell cytotoxicity counter-screen; activity change (cytotoxicity), % at 5 µM; 360,000 tested, 0.36% active; KKLEB CF airway cells viability, ATPlite luminescence, overnight; stronger effect = lower value; cells stimulated with P. aeruginosa culture filtrate; AID 602141;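 active means corrected activity change at or below -50% at 5 µM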
Peg3 promoter: reduces Peg3 promoter-driven luciferase expression in HeLa. inhibition, % at 20 µM. HeLa PEG-Prom luciferase reporter, luminescence, overnight. 360,000 tested, 1.7% active;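 active means inhibition of at least 50% at 20 µM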
* hit, by the source's call; / = no result given.

SMILES | C8 TRAIL sens | CF NFkB inh | NR2E3 ag-1 | TWEAK Fn14 block | NR2E3 ag-2 | TROY signal inh | HIF-2a block | TRPM1 prom inh | Shn3 3UTR inh | KKLEB tox | Peg3 promoter
O=C(CSC1=NS(=O)(=O)c2cc(Cl)ccc2N1)NCc1ccc(F)cc1 | -6 | 9 | 1 | -5 | 2 | -6 | 19 | -3 | 11 | 9 | -7
COc1cccc(-c2cc(C(=O)N3N=C(C)CC3(O)C(F)F)c3ccccc3n2)c1 (configuration not stated) | -1 | -12 | -1 | 1 | -26 | -7 | 3 | 11 | 1 | -5 | 23
Cc1ccc(S(=O)(=O)NCCCNS(=O)(=O)c2ccccc2)cc1 | 3 | -6 | 0 | 4 | 18 | -16 | 9 | -5 | 12 | 8 | 18
O=C(c1ccc2c(c1)OCO2)C1CCCN(Cc2ccc3cccc(F)c3n2)C1 (configuration not stated) | 2 | -2 | 1 | -1 | -37 | 2 | 16 | -4 | 5 | -15 | 9
CC(=O)c1sc2c(c1OC(=O)c1ccccc1)c(=O)n(-c1ccccc1)c(=S)n2-c1ccccc1 | 5 | 24 | / | 40 | 15 | 38 | 15 | 32 | -26 | 7 | 41
CCOC(=O)c1sc(C)c2c(=O)n(CC(=O)c3ccc(Br)cc3)nnc12 | -14 | 0 | 0 | -1 | 3 | -15 | 16 | 9 | -9 | -9 | 16
COc1ccc(C(=O)OCC(=O)Nc2cccc(S(=O)(=O)NC3=NCCCCC3)c2)cc1[N+](=O)[O-] | 3 | 7 | / | -3 | 24 | 15 | 4 | 6 | -12 | 2 | 3
CCOC(=O)C1CCCCN1Cc1cn[nH]c1-c1ccc(F)cc1F (configuration not stated) | 11 | 12 | 0 | 8 | -4 | -3 | 18 | 3 | 9 | 2 | 3
O=C1C2C3C=CC(C3)C2C(=O)N1c1nccs1 (configuration not stated) | -1 | -6 | -2 | -6 | -14 | 3 | 13 | -9 | -6 | 7 | 25
Cc1ccc(NC(=O)CSc2nnc(Cc3cccn3C)n2-c2ccc(F)cc2)cc1 | 3 | -13 | 3 | 21 | 16 | 2 | -1 | / | 1 | 5 | 0
CCOC(=O)/C(C#N)=C\c1ccco1 | 13 | -3 | 0 | -10 | -12 | 14 | 1 | -4 | -2 | 2 | 7
CCCCn1c(N)c(N(CCC(C)C)C(=O)C2CCCO2)c(=O)[nH]c1=O (configuration not stated) | -4 | -21 | -3 | 12 | -14 | -28 | 7 | 5 | -32 | 17 | -3
Cc1ccc2c(c1C)NC(=O)C21N2CCCC2C(C(=O)c2ccc3ccccc3c2)C12C(=O)Nc1ccccc12 (configuration not stated) | -31 | -12 | / | -1 | 1 | -34 | 0 | 4 | -10 | 8 | 7
O=[N+]([O-])c1cc(C(F)(F)F)cc([N+](=O)[O-])c1Sc1n[nH]c(C(F)(F)F)n1 | 9 | -14 | 10 | -3 | -5 | 1 | 11 | -6 | / | 0 | -16
COc1cc(OC)cc(-c2noc(-c3csc([C@H]4C[C@H](O)[C@@H](CO)O4)n3)n2)c1 | 22 | -13 | / | -21 | -119 | -62 | -305 | / | -55 | -14 | -375
Cc1cc(=O)[nH]c(SCC(=O)NC2CCCc3ccccc32)n1 (configuration not stated) | -29 | -5 | -3 | -12 | -19 | -2 | 6 | -2 | 5 | -17 | 10
Cc1ccc(NC(=O)C(=O)NCc2ccccn2)cc1 | -5 | -13 | 2 | -8 | -53 | -52 | -172 | -80 | -54 | 12 | -152
COc1ccc(Cl)cc1NC(=O)CSc1nc(NS(=O)(=O)c2ccccc2)cc(=O)[nH]1 | -21 | -10 | / | 6 | -16 | 8 | 3 | -1 | 2 | 1 | 1
O=C(COC(=O)c1cc(Cl)ccc1Cl)NCCN1C(=O)CSC1=O | -6 | 21 | 4 | -5 | 9 | -6 | 6 | 9 | -7 | 1 | -5
COc1ccc(C(=O)/C=C/C(=O)N(Cc2ccc3c(c2)OCO3)C(C(=O)NC2CCCCC2)c2ccncc2)c(O)c1 (configuration not stated) | -7 | -2 | 0 | -3 | 5 | 11 | 25 | -8 | -7 | -9 | 27
CCN=c1scc(C)n1/N=C/c1cc(Br)c(O)c(OC)c1 | 22 | -16 | 4 | -26 | -22 | 58* | -37 | -17 | -4 | 11 | -22
CC(C)CC1NC(=O)N(CC(=O)c2ccc3c(c2)OCCO3)C1=O (configuration not stated) | -1 | 7 | -3 | 5 | -112 | -25 | -131 | -40 | -79 | 0 | -179
CC1CCc2nc(NC(=O)c3ccc(S(=O)(=O)N4CCCc5ccccc54)cc3)sc2C1 (configuration not stated) | 29 | 1 | 0 | 55* | -24 | 9 | 2 | 20 | 82 | -9 | 9
CC(Oc1cc2oc(=O)c3c(c2cc1Cl)CCCC3)C(=O)NCc1ccccn1 (configuration not stated) | -7 | -1 | 1 | -31 | 10 | 20 | -2 | 9 | 2 | 11 | 7
Cc1ccc(-c2nc3c4ccccc4ccn3c2Cc2ccsc2)cc1 | -9 | 10 | / | -4 | -37 | 4 | -90 | / | 6 | -10 | -79
Cc1cccc(NC(=O)CCc2c(C)nc3ncnn3c2C)n1 | -20 | 9 | 0 | -9 | -9 | -11 | 11 | -1 | 0 | 0 | 5
CCc1nc2sc3c(c2c(=O)n1N)CC(C)(C)OC3 | -8 | 14 | 2 | -12 | -20 | 3 | 7 | 17 | -1 | 0 | 0
CC(C)Cn1c(-c2ccccc2F)n[nH]c1=S | -4 | -4 | 7 | 0 | 12 | 35 | 17 | 17 | -8 | 6 | 16
O=S1(=O)CCN(Cc2csc(-c3cccs3)n2)CC1 | 6 | -8 | -2 | 22 | -79 | -17 | -109 | -29 | -68 | 0 | -97
O=c1c([N+](=O)[O-])c(N2CCCCCC2)c2ccccc2n1-c1ccccc1 | 1 | 24 | -2 | -4 | -20 | 7 | 17 | -12 | -2 | 1 | 20
CCn1c(C)c(C)c2cc(C(=O)NCCN3CCOCC3)ccc21 | -11 | 7 | -2 | -11 | 1 | -5 | 5 | 7 | 9 | 6 | -6
O=C(c1cc(C2CC2)nn1-c1ccccc1)N1CCN(Cc2ccc(Cl)cc2)CC1 | 2 | 15 | 3 | 9 | -8 | 20 | -8 | 4 | 14 | 16 | 9
O=C(CN1CCN(c2ccc(F)cc2)CC1)N1N=CCC1c1ccccc1 (configuration not stated) | 6 | -5 | -1 | 4 | -14 | -7 | 0 | 4 | 11 | 11 | 9
CN(C(=O)COC(=O)C1CCN(S(=O)(=O)c2cccs2)CC1)c1ccccc1 | 0 | 3 | 0 | -30 | -8 | 1 | 9 | 5 | 4 | 4 | 3
O=C1CC(c2cccc(F)c2)c2c(c3ccccc3[nH]c2=O)O1 (configuration not stated) | -3 | 8 | 4 | 11 | 4 | -11 | 11 | 10 | -1 | 0 | 8
COc1cccc(CNS(=O)(=O)c2c(C)nc3scc(C)n3c2=O)c1 | -7 | -14 | -2 | -4 | -9 | 0 | 4 | 2 | 5 | -3 | -2
OC(CNCc1ccccc1Cl)C(F)(F)F (configuration not stated) | -4 | -5 | 1 | 2 | -8 | 16 | -1 | 1 | -7 | 5 | -5
CCc1ccc(NC(=O)C(C)OC(=O)C2CCN(c3ccc(C(F)(F)F)cn3)CC2)cc1 (configuration not stated) | -6 | 5 | 1 | -16 | 9 | 18 | -16 | -6 | 11 | 1 | -4
CN(C)C(=O)c1ccccc1Sc1cc(Cl)ccc1Cl | -7 | 9 | -1 | -22 | -31 | -13 | 16 | 2 | 12 | -4 | 14
O=C(CCNC(=O)N1CCn2c1nc1ccccc12)NCc1ccc(F)cc1 | -14 | 1 | -1 | -19 | 8 | 15 | 8 | -6 | -5 | 3 | 18
CN(Cc1cnn(C)c1)Cc1nc(C(c2ccccc2)c2ccccc2)no1 | -2 | -5 | -2 | 4 | -3 | -16 | 15 | 1 | -3 | -14 | 1
O=C(CCCc1c[nH]c2ccccc12)Nc1ncccc1O | 8 | -4 | / | -9 | 6 | -9 | -3 | 3 | 15 | 7 | 5
FC(F)(F)c1cnc(NNC(=S)Nc2ccc(Cl)cc2)c(Cl)c1 | 40 | 44 | 1 | 61* | 70* | 59* | 48* | 50 | 18 | -23 | 37
CCN(CC)CCN1CCN(c2cncc(-c3cccc(N)c3)n2)CC1 | -9 | 25 | / | 12 | -40 | -1 | 7 | / | -8 | -3 | 3
COc1ccc(N2CCN(C(CNS(=O)(=O)c3ccccc3)c3ccccc3)CC2)cc1 (configuration not stated) | -2 | -6 | 1 | 8 | -36 | 5 | 8 | 5 | 5 | 1 | 0
O=S(=O)(N/N=C/c1ccc2c(c1)OCCO2)c1ccccc1 | -8 | 2 | 1 | -6 | -4 | -5 | 3 | 1 | -5 | 8 | 0
CCOC(Cn1c(CCCO)nc2ccccc21)OCC | 0 | 18 | 1 | 2 | 3 | -19 | 10 | 9 | 10 | 1 | 13
CCc1ccc(NC(=O)Nc2ccc3c(c2)N(C)C(=O)CS3)cc1 | 2 | 21 | -1 | 22 | -30 | 41 | -36 | -5 | -6 | 0 | 40
CC(=O)Nc1ccc(NS(=O)(=O)c2ccc(-c3csc(C)n3)s2)cc1 | -3 | 9 | 0 | 2 | 19 | 13 | 23 | / | 0 | -3 | 0
CCc1cc(=O)oc2cc(OCC(=O)NCCCn3ccnc3)c(Cl)cc12 | -8 | -24 | -2 | 7 | -5 | -15 | -4 | 2 | -1 | 20 | 0
Cc1nn(-c2ccccc2)c2c1C(c1ccccc1)C(C#N)=C(N)O2 (configuration not stated) | -11 | 11 | 3 | 9 | -7 | -9 | 18 | 17 | 7 | 3 | 9
CCN(CC)c1nc2ccccc2n(Cc2cccc(OC)c2)c1=O | 4 | 18 | -1 | 0 | -11 | 7 | 8 | 12 | 10 | -4 | 8
C=CCNc1oc(-c2ccc(OCC)cc2)nc1C#N | -2 | -7 | -4 | -19 | -56 | -38 | -154 | -36 | -20 | 0 | -153
CC1CC(C)CN(C(CCc2ccccc2)C(=O)NC2CCCCC2)C1 (configuration not stated) | -5 | 2 | / | -8 | 9 | 9 | 2 | / | -8 | -9 | -2
C=CCNC(=O)CCCOc1cc(C)ccc1C | 1 | -1 | 0 | 14 | 4 | 2 | -6 | 6 | -2 | 6 | 3
COC(=O)C1=CN(c2ccc(F)cc2)C=C(C(=O)OC)C1c1cccc(Br)c1 | 9 | 2 | / | -8 | -3 | -4 | 12 | 18 | 10 | 6 | 32

Entries of single compounds as entered above. Screens in order: C8 TRAIL sens | CF NFkB inh | NR2E3 ag-1 | TWEAK Fn14 block | NR2E3 ag-2 | TROY signal inh | HIF-2a block | TRPM1 prom inh | Shn3 3UTR inh | KKLEB tox | Peg3 promoter
`COc1cccc(-c2cc(C(=O)N3N=C(C)CC3(O)C(F)F)c3ccccc3n2)c1` (configuration not stated) in the list: -1 | -12 | -1 | 1 | -26 | -7 | 3 | 11 | 1 | -5 | 23
`CCOC(Cn1c(CCCO)nc2ccccc21)OCC` in the list: 0 | 18 | 1 | 2 | 3 | -19 | 10 | 9 | 10 | 1 | 13

Only part of the results is shown; rates above refer to the full screens.
